ALOX12 inh = ALOX12 (human) lipoxygenase inhibition; Potency, µM (highest dose often 108 µM), inactives show top-dose activity change, negative = inhibition, most hits filed as inhibitors; P18054; purified 12hLO, xylenol orange hydroperoxide absorbance; hit rate 1.1% among 580,000; active = well fitted inhibition curve with a large enough effect; inconclusive = small, poorly fitted or top-dose-only effect, or another doubt; inactive = no such curve, though single readings can be large or run the other way
Target sequence (P18054 whole entry, looked up): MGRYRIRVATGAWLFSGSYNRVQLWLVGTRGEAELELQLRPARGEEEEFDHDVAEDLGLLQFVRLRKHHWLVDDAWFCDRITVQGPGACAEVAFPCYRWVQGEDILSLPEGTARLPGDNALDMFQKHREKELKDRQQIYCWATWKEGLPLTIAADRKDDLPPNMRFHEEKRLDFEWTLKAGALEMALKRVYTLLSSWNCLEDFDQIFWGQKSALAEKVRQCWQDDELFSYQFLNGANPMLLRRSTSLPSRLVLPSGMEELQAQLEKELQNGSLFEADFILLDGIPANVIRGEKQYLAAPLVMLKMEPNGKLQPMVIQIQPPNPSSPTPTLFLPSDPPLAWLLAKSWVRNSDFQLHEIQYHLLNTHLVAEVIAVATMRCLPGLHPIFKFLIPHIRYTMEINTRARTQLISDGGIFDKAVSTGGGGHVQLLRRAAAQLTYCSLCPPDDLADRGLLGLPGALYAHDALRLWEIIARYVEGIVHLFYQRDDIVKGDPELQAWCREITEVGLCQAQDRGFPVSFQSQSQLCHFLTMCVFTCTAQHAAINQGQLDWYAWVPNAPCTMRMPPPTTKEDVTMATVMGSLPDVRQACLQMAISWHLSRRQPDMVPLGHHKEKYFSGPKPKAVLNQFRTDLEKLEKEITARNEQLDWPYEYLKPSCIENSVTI
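Purified human 12hLO (150 nM final) in 25 mM Hepes, 0.01% Triton X-100, pH 7.0 was preincubated 15 min at room temperature with compound. Then 40 uM arachidonic acid was added, 30 min. Hydroperoxide was read by Fe-XO absorbance ratio 573/405 nm.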
* hit, by the source's call; ? = inconclusive; & = joins results of further samples; [ ] = another dose, or the depositor's remark. % is set by controls: 0 for no effect and ±100 for the full control effect; potency is the fitted concentration of half-maximal effect. The list is partial; the hit share may differ from the screen's.

Sample of the layout:
SMILES | ALOX12 inh
Cc1cccc(-c2noc(CNC(=O)Nc3cccc4ccccc34)n2)c1 | 3%
O=C(CSc1ccc(F)cc1)c1ccc2c(c1)-c1ccccc1C2 | ?
CC(C)(C)NC(=O)COC(=O)C(c1ccccc1)c1ccccc1 | 2%
O=C(Cc1ccc(Cl)cc1)N1C[C@@H](CN2CCCCC2)[C@@H](CO)C1 | 46%[activator]
O=C(Nc1ccc(OC(F)(F)F)cc1)c1nc2ccccc2nc1N1CCOCC1 | -52%
Cc1cccc(C(=O)N2CCCC(C(=O)N3CCN(c4ccccn4)CC3)CCNC(=O)CC2)c1 (stereo not drawn) | 48%[activator]
CSc1ncc(C(=O)NCc2ccccc2)c(N)n1 | ?

This part in full, from the first entry:
SMILES | ALOX12 inh
Cc1cccc(-c2noc(CNC(=O)Nc3cccc4ccccc34)n2)c1 | 3%
O=C(CSc1ccc(F)cc1)c1ccc2c(c1)-c1ccccc1C2 | ?
CC(C)(C)NC(=O)COC(=O)C(c1ccccc1)c1ccccc1 | 2%
O=C(Cc1ccc(Cl)cc1)N1C[C@@H](CN2CCCCC2)[C@@H](CO)C1 | 46%[activator]
O=C(Nc1ccc(OC(F)(F)F)cc1)c1nc2ccccc2nc1N1CCOCC1 | -52%
Cc1cccc(C(=O)N2CCCC(C(=O)N3CCN(c4ccccn4)CC3)CCNC(=O)CC2)c1 (stereo not drawn) | 48%[activator]
CSc1ncc(C(=O)NCc2ccccc2)c(N)n1 | ?
CCc1nncn1C1CCN(C(=O)Nc2ccc(F)c(Cl)c2)C1 (stereo not drawn) | 18%
CNC(=O)c1ccc(NS(=O)(=O)c2cc(C(C)(C)C)ccc2C)cc1 | 10%
COc1ccc(OC)c(S(=O)(=O)N[C@H]2CO[C@H]3[C@@H]2OC[C@H]3OC(=O)Nc2cccc(C(C)=O)c2)c1 | -18%
CCCCOc1ccc(C(=O)Nc2ccccc2C(C)(C)C)cc1OCC | 58%[activator]
CCCNC(=O)c1cccc(CNCc2ccc(F)cc2)c1 | ?
Cc1ccncc1C(=O)N1CCC(Cn2c(C)cnc2-c2cccnc2)CC1 | 41%[activator]
COc1ccc(NS(=O)(=O)c2ccc(OCC(=O)Nc3ccc4c(c3)OCO4)c(C)c2)cc1 | ?
CCc1nnc(CN(C)c2cc(C3CC(O)C3)nc(N)n2)o1 (stereo not drawn) | 65%[activator]
COc1ccc(/C=C(\C#N)C(=O)Nc2cccc(C(F)(F)F)c2)cc1OC | -2%
Cn1cc(-c2ccsc2)c2nc(CN3CCNC(=O)C3)cn2c1=O | -4%[176 µM]
CCCNCc1ccc(-c2ccccc2)o1 | -3%&39%
C#CCNC(=O)c1nc(-c2ccccc2OC)c2ccccn12 | 42%[activator]
N#Cc1ccc(CN2CCC(c3nc4ncccc4[nH]3)C2)cc1 (stereo not drawn) | 71%[activator][176 µM]
O=C1Nc2ccccc2CC12CCCCN2Cc1ccc(F)cc1 (stereo not drawn) | ?
Cc1nc(CN2C(=O)OC3(CCN(C(=O)c4ccnn4C)CC3)C2(C)c2ccccc2)cs1 (stereo not drawn) | 15%
COc1ccc(C(=O)NC[C@H]2O[C@@H](CC(=O)N3CCN(c4ccccc4)CC3)[C@H](O)[C@@H]2O)cc1 | 32%
CCOc1cc(/C=C2\NC(=O)NC2=O)ccc1OCc1ccc(Cl)cc1 | -36%
COCc1cn2c(=O)n(C)cc(-c3cccc(F)c3)c2n1 | -23%[176 µM]
Cn1cnnc1-c1nn(C)c2c1CN(C(=O)c1n[nH]c(=O)c3ccccc13)CC2 | 16%
NC(=O)CN1C(=O)[C@@H]2CN(C(=O)c3cccs3)CCN2C1=O | 16%[176 µM]
CCOC(=O)C1=C(C)Nc2nc(SCc3ccccc3Cl)nn2C1c1cccs1 (stereo not drawn) | ?
O=C(c1ccc2nccnc2c1)N1C[C@H]2CC[C@@H]1CN(C1CCOCC1)C2 | 82%[activator]
Cc1noc([C@@H]2CC(F)(F)CN2C(=O)c2ccc3c(c2)OCO3)n1 | 27%

3 entries from above, as labelled records.
Cn1cnnc1-c1nn(C)c2c1CN(C(=O)c1n[nH]c(=O)c3ccccc13)CC2
  ALOX12 inh = 16%

NC(=O)CN1C(=O)[C@@H]2CN(C(=O)c3cccs3)CCN2C1=O
  ALOX12 inh = 16%[176 µM]

CCOC(=O)C1=C(C)Nc2nc(SCc3ccccc3Cl)nn2C1c1cccs1 (stereo not drawn)
  ALOX12 inh = ?

(listing goes on)
SMILES | ALOX12 inh
CCOc1ccccc1C(=O)NCCc1noc(C2CC2)n1 | 10%
Cc1ccc(CNC(=O)C2CCCN(S(=O)(=O)c3cc(-c4noc(C)n4)ccc3C)C2)cc1 (stereo not drawn) | ?
CN(CC1CCOC1)S(=O)(=O)Cc1cccc(Cl)c1 (stereo not drawn) | 29%
Cc1cc(C)n(-c2nc3c(c(=O)n(CC(N)=O)c(=O)n3C)n2Cc2ccc(F)cc2)n1 | 38%[activator]
CCc1ccc(C(C)NC(=O)CN(C)Cc2ccc(C)o2)cc1 (stereo not drawn) | ?
Cc1ccccc1/C=C(/C#N)C(=O)c1sccc1C | ?
O=C(N/N=C(/c1ccccc1)c1cccnc1)c1cccs1 | 15%
C#CCNC(=O)[C@H]1O[C@H](CCN2CCN(c3ccccc3)CC2)CC[C@@H]1O | 1%[176 µM]
O=C(CC[C@H]1NC(=O)c2ccccc2NC1=O)NCCCc1nnc2ccccn12 | 29%
O=C1c2c(nc(COc3ccc(F)cc3F)n2Cc2ccccc2)NCCN1CCOc1ccccc1 | 19%
CCC(C)NC(=O)Cn1c(=O)c2c(C)cc(C)nc2n(-c2ccccc2OC)c1=O (stereo not drawn) | -8%
O=C1COc2ccc(-c3ccsc3)nc2CN1 | ?
CC(C)C(=O)NCc1ccc(C(=O)N2CCC3(CCNCC3)CC2)cc1 | ?
COc1ccc(-n2c(CCN)n[nH]c2=O)c(C)c1 | 105%[activator]
O=C(Nc1ccc(N2CCCC2=O)cc1)c1ccc(Cl)cc1N1CCCC1=O | ?
CC1(C)C2CCC1(C)C(OC(=O)C[N+]1(CC(=O)OC3CC4CCC3(C)C4(C)C)CCCCC1)C2 (stereo not drawn) | ?
O=C(NCc1ccccc1)C1=CN2CCN(Cc3cccc(Cl)c3)C(=O)N=C2O1 | 4%
Cc1ccc(C(=O)CC(=O)c2ccc(C)cc2)cc1 | 2%
COCCc1ccc(OS(=O)(=O)c2c(C)c(Cl)cc(C)c2Cl)cc1 | 50%[activator]
CC(NC(=O)C1CCCc2ccccc21)c1ccc(Cl)cc1 (stereo not drawn) | 1%
CC(c1ccc(F)cc1)N1Cc2cc(NC(=O)Cc3cccs3)ccc2OCC1=O (stereo not drawn) | ?
COc1ccccc1NC(=O)N1CC[C@H](c2nnc(-c3ccc(C)cc3)o2)C1 | 8%[176 µM]
Cc1nc(-c2cn(C3CCCN(C(=O)c4ccc(OC(F)(F)F)cc4)C3)nn2)no1 (stereo not drawn) | 1%
CCNC(=O)NC[C@H]1O[C@H](Cc2cc(CN3CCOCC3)on2)CC[C@@H]1O | 32%[activator][176 µM]
COCCOc1ccc2c(n1)CCN(C(=O)C1CC1)C2 | 22%
Fc1ccc(N/N=C/c2cccc(/C=N/Nc3ccc(F)cc3F)c2)c(F)c1 | 59%[activator]
COCC(=O)N1CCCC(c2cc(N3CCCC3)nc(C)n2)C1 (stereo not drawn) | 11%
COc1cc(/C=C2/NC(=O)NC2=O)cc(Cl)c1OCc1cccc(C(=O)O)c1 | -30%
O=C(O)c1ccc(Br)cc1 | -39%
Cc1ccc2c(CSc3n[nH]c(=O)n3C3CC3)cc(=O)oc2c1C | ?
Cc1ccc(C(=O)NCC(=O)N2CCCCCNC(=O)CC2c2ccccc2)s1 (stereo not drawn) | 20%
N#Cc1nc(COc2cccc(Cl)c2)oc1NCc1ccc2c(c1)OCO2 | 13µM*
COc1ccccc1C(CNC(=O)c1cccc2c(=O)c(C)c(-c3ccccc3)oc12)N(C)C (stereo not drawn) | 40%[activator]
Cc1c(C(=O)CSc2nnc(C3CC3)n2C)sc2ccccc12 | 16%
O=C1CCN(S(=O)(=O)c2cccc(F)c2)CCCCCCN1 | 18%
O=C1NCc2ccccc2CC12CCCN2CC1CCCCC1 (stereo not drawn) | 7%[6.33 µM]
CC1=NS(=O)(=O)N(Cc2ccccc2)C=C1C(=O)OCc1noc(C2CCCCC2)n1 | 2%
CN(CCCN1CCOCC1)c1cc(C2CC(N)C2)ncn1 (stereo not drawn) | 0%
CCCCN(Cc1ccccc1)c1ccc(NS(=O)(=O)c2ccc(CC)cc2)cc1C(=O)O | ?
Cc1ncc2c(c1CNC(=O)c1cccc(N3CCOCC3)c1)CCNC2 | -21%
CNC(=O)CN1CCCCC1C(=O)Nc1cccc(-c2cccc(OC)c2)c1 (stereo not drawn) | 32%[activator]
CN(CC1CCN(CCc2ccc(F)cc2)CC1)C1CCC1 | 5%
CN(C(=O)C1CCCCC1)C1(c2ccccc2Cl)CCCCC1=O (stereo not drawn) | -20%
CC(C)c1ccc(-c2nonc2NC(=O)c2cc(=O)c3cc(Br)ccc3o2)cc1 | ?
O=C(c1ccccc1)N1CCC2(COc3ccncc3[S+](=O)([O-])N2)C1 (stereo not drawn) | 6%[6.33 µM]
Cc1ccc2nc(CN3CCCC(CO)(CC4CC4)C3)cn2c1 (stereo not drawn) | 35%[activator]
O=C(Nc1ccc2n(c1=O)C[C@H]1C[C@@H]2CN(C(=O)c2ccc(-c3ccccc3)cc2)C1)c1ccco1 | 11%
CC(=O)c1ccc(S(=O)(=O)NCCc2cccc3cccnc23)cc1 | 26%
COc1ccc(NC(=O)Cc2cc(Cl)c3c(c2)OCCO3)cc1S(=O)(=O)N(C)C | ?
O=C1Nc2ccccc2CC12CCN(CC1CCCCC1)C2 (stereo not drawn) | 19%[176 µM]
(cont.)
SMILES | ALOX12 inh
CCN(CC)C(=S)SCc1c(C)c(C)c(Br)c(C)c1C | -9%
CCC[C@H]1CN(C(=O)c2cc(=O)[nH]c3cc(F)ccc23)C[C@@H]1N | -5%
Cc1cc(N2CCN(CC3(O)CNCCOC3)CC2)n2ncnc2n1 (stereo not drawn) | 94%[activator]
Cc1cccc(C(=O)O)c1NS(=O)(=O)c1ccc(S(=O)(=O)N2CCCC2)cc1 | ?
O=C(NC(c1ccccc1)c1ccccc1Br)C(c1ccccc1)C1CCCC1 (stereo not drawn) | 3%
Cc1ccc(C(=O)NC(C)C)c(Cl)c1 | 26%
COCCn1nc2n(c1=O)CCN(Cc1ccc(Br)s1)CC2 | 16%
COc1ccc(CNC(=O)CCc2ncc(-c3ccc(C)cc3)o2)cc1 | 77%[activator]
O=C(c1ccncc1)N1CCC(c2noc(-c3cnccn3)n2)C1 (stereo not drawn) | 33%[activator]
O=C1CC2(CCN([S+](=O)([O-])c3cccc(C(F)(F)F)c3)CC2)Oc2ccccc21 | 10%
COc1cc(C(=O)N(C)Cc2nc3ccccc3c(=O)[nH]2)cc(Cl)c1OCC(N)=O | 3%
Cc1nc(CN2CCOC3(CCN(Cc4ccccc4Cl)CC3)C2=O)cs1 | -28%[176 µM]
O=C(Nc1nnc(C2CCCCC2)s1)c1ccc2ccccc2n1 | -1%
CC(C)CCNC[C@H]1O[C@H](Cc2cc(-c3ccc(F)cc3)on2)CC[C@@H]1O | 27%[176 µM]
O=C(O)CCc1cc2n(n1)CCCN(C(=O)CN1CCOC1=O)C2 | -38%
CC1CN(C(=O)C2CCN(c3nc(-c4ccccc4)nc4c3CCC4)CC2)CCN1 (stereo not drawn) | ?
O=C(CC1COCCN1C(=O)CCn1ccccc1=O)N1CCCCCC1 (stereo not drawn) | 57%[activator]
CN(CCC1CCOCC1)Cc1ccccc1OCC(O)CN1CCSCC1 (stereo not drawn) | 28%
Cc1cnc(C(=O)N(C)Cc2ccc(Br)o2)cn1 | -11%
Cc1c(OCC(=O)C(C)(C)C)ccc2c3c(c(=O)oc12)CCC3 | ?
O=C1NCc2ccccc2CC12CCCN2Cc1ccnc2ccccc12 (stereo not drawn) | -1%[6.33 µM]
COc1cccc(C(=O)NCC2CCCN(Cc3ccc(C)s3)C2)c1OC (stereo not drawn) | 50%[activator]
COCCCNC(=O)c1cc(-c2ccncc2)nc2ccccc12 | ?
O=C1CCC2(CCN1CC1CC1)CCN(C(=O)C1CC=CC1)CC2 | 12%
COc1ccc(CCC(=O)N2CCCCCCNC(=O)[C@@H]3C[C@@H](c4nc(C(C)C)no4)C[C@@H]32)cc1 | 15%
COC(=O)C1=C(C)N(Cc2ccccc2C(F)(F)F)C(=NCc2cccc(C(F)(F)F)c2)NC1c1cccc(Cl)c1 (stereo not drawn) | -23%
N#Cc1c(C(F)(F)F)cc(-c2ccccc2)nc1SCCc1ccccc1 | -27%
O=C(COC(=O)c1ccc(NC(=O)c2cccs2)cc1)c1ccccc1 | -22%
O=C1CC2(CCN(S(=O)(=O)c3ccccc3)CC2)Oc2cc(Cl)ccc21 | 2%
O=S1(=O)N[C@@H](Cc2ccccc2)COc2cccc(N3CCCCC3)c21 | ?

Quoted from the listing:
`O=C(COC(=O)c1ccc(NC(=O)c2cccs2)cc1)c1ccccc1` – ALOX12 inh: -22%
`COc1ccc(CCC(=O)N2CCCCCCNC(=O)[C@@H]3C[C@@H](c4nc(C(C)C)no4)C[C@@H]32)cc1` – ALOX12 inh: 15%

The listing continues.
SMILES | ALOX12 inh
O=C(NCc1cnc2c(c1)CCC2)C1NCCc2[nH]cnc21 (stereo not drawn) | ?
N#Cc1ccc(NC(=O)c2cc(-c3cccs3)nc3ccccc23)cc1 | -21%
Cc1nn(-c2nc3ccccc3o2)c2c1C(c1cccc(C(F)(F)F)c1)CC(=O)N2 (stereo not drawn) | 32%
Cn1nc(C(=O)N(C2CC2)C2CCCc3ccccc32)c2ccccc2c1=O (stereo not drawn) | 8%

Bioassay records: PubChem BioAssay, National Center for Advancing Translational Sciences (NCATS)
